PAFAH1B3 FP inh – PAFAH1B3 enzyme inhibitors, primary screen, biochemical, fluorescence polarization, human | Platelet-activating factor acetylhydrolase IB subunit alpha1 (Homo sapiens), Q15102 | recombinant PAFAH1B3, FP-rhodamine probe | inhibition, % at 3.39 µM | 0.28% of 340,000 active;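 active = inhibition above the screen-wide average of all tested compounds plus 3 SD, cut at about 25% in these data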;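 note: 0% = enzyme with DMSO only and 100% = wells lacking PAFAH1B3 protein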
Target sequence (Q15102 whole entry, looked up): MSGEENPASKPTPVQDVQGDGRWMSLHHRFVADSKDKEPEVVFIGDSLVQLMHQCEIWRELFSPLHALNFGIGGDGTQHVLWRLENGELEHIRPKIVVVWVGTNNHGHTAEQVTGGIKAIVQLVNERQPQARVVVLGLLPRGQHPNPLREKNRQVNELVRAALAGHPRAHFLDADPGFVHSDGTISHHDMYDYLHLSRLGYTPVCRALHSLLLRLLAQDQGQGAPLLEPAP
LYPLA2 inh – LYPLA2 inhibitors, primary screen, counter-screen for PME1 inhibitor project, biochemical, fluorescence polarization, FP-Rh probe ABPP | recombinant LYPLA2 | inhibition, % at 5.9 µM | 0.38% of 320,000 active;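 active = inhibition above the screen-wide mean plus 3 SD, limit set per campaign, cut at about 26% in these data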;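 note: 0% = LYPLA2 with DMSO and 100% = wells lacking LYPLA2 enzyme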
Target sequence (O95372 whole entry, looked up): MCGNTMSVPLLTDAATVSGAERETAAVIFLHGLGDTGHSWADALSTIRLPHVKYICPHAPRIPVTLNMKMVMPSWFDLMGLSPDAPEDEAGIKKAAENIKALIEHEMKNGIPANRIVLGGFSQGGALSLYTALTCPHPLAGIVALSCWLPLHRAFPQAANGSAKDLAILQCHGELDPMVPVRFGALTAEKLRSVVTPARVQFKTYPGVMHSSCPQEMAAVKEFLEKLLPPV
PAFAH2 inh – PAFAH2 enzyme inhibitors, primary screen, biochemical, fluorescence polarization, human; recombinant PAFAH2, FP-rhodamine activity probe; AID 492956, 2010; 0.99% of 340,000 active; inhibition, % at 3.39 µM; Platelet-activating factor acetylhydrolase 2, cytoplasmic (Homo sapiens), Q99487;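 active = inhibition above the mean over all tested compounds plus 3 SD, cut at about 30% in these data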;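 note: inhibitors block probe labeling of enzyme so polarization drops; 0% = enzyme with DMSO and 100% = wells lacking PAFAH2 protein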
LYPLA1 inh – LYPLA1 inhibitors, primary screen, counter-screen for PME1 inhibitor project, biochemical, fluorescence polarization, FP-Rh probe ABPP. Acyl-protein thioesterase 1 (Homo sapiens), O75608. recombinant LYPLA1. inhibition, % at 5.9 µM. 0.16% of 320,000 active;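 active = inhibition above the mean of all tested compounds plus 3 SD, set per campaign, cut at about 14% in these data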;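 note: inhibitors block serine hydrolase probe labeling of LYPLA1 so polarization falls; 0% = enzyme with DMSO and 100% = wells lacking LYPLA1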
pPAFAH FP inh – pPAFAH enzyme inhibitors, primary screen, biochemical, fluorescence polarization, human. 1.5% of 330,000 active. inhibition, % at 3.39 µM. recombinant pPAFAH, FP-rhodamine probe fluorescence polarization. AID 463082, 2010;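 active = inhibition above the mean inhibition across the screen plus 3 SD, cut at about 25% in these data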;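 note: inhibitors block binding of the rhodamine activity-based probe so polarization drops; 0% = enzyme with DMSO and 100% = wells lacking pPAFAH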
Target sequence (Q13093 whole entry, looked up): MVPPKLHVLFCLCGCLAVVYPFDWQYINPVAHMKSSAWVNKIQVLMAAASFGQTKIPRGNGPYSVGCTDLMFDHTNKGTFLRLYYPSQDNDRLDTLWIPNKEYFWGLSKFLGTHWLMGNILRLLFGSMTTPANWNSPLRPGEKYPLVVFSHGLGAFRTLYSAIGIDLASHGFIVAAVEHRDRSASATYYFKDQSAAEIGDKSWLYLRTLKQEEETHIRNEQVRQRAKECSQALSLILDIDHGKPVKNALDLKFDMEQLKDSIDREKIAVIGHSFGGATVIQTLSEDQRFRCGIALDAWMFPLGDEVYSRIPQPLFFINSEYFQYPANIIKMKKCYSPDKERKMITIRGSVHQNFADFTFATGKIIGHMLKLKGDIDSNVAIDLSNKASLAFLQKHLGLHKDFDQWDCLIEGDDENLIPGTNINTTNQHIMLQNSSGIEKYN
ZTA DNA inh – counter-screen for EBNA-1 inhibitors: inhibitors of Epstein-Barr virus ZTA; ZTA-DNA binding, fluorescence polarization; inhibition, % at 11 µM; 0.15% of 320,000 active; AID 2234; in the data active = inhibition above about 33%
PREPL inh – PREPL enzyme inhibitors, primary screen, biochemical, fluorescence polarization; recombinant PREPL, fluorescence polarization activity-based probe; inhibition, % at 5.96 µM; 0.68% of 320,000 active; AID 2751, 2010; in the data active = inhibition above about 43%;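 note: 0% = enzyme with DMSO and 100% = wells lacking enzyme; many of its hits are not listed in these tables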
EBNA-1 inhibitor – EBNA-1 DNA-binding inhibitors, primary screen, biochemical, fluorescence polarization. inhibition, % at 14.8 µM. 0.34% of 300,000 active; in the data active = inhibition above about 28%
PAFAH1B2 FP inh – PAFAH1B2 enzyme inhibitors, primary screen, biochemical, fluorescence polarization, human. recombinant PAFAH1B2, FP-rhodamine activity probe. AID 492953, 2010. 1.2% of 340,000 active. inhibition, % at 3.39 µM. Platelet-activating factor acetylhydrolase IB subunit alpha2 (Homo sapiens), P68402;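 active = inhibition above the mean of all tested compounds plus 3 SD, cut at about 24% in these data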;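 note: 0% = enzyme with DMSO and 100% = wells lacking PAFAH1B2; many of its hits are not listed in these tables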
* = called active by the depositor; x = not tested or not shown.

Structure,PAFAH1B3 FP inh,LYPLA2 inh,PAFAH2 inh,LYPLA1 inh,pPAFAH FP inh,ZTA DNA inh,PREPL inh,EBNA-1 inhibitor,PAFAH1B2 FP inh
CCOc1ccc(N2C(=O)CC(SCCN)C2=O)cc1 (centres undefined),4,4,-5,3,4,0,6,-1,2
CC(NC(=O)COc1ccccc1)C(=O)N1CCN(c2ccc(F)cc2)CC1 (centres undefined),5,x,-3,x,-3,x,2,x,4
Cc1ccc2oc(=O)c3cnn(CC(=O)Nc4ccccc4N4CCN(C)CC4)c3c2c1,-5,-1,2,-2,3,11,-11,-5,2
CCOC(=O)C1=C(c2ccccc2)Nc2ncnn2C1c1cccc(O)c1 (centres undefined),8,-7,0,-4,-5,-7,-1,-15,1
O=C(O)c1[nH]c2ccccc2c1C(c1ccccc1)c1c(C(=O)O)[nH]c2ccccc12,10,-4,13,-5,2,-3,-1,0,88*
Cc1ccc(/C=N/NC(=O)c2ccncc2)s1,7,-4,-1,0,-4,0,5,2,4
O=S(=O)(Nc1ccc(-n2cnnn2)cc1)c1ccc(Cl)s1,11,x,12,x,1,x,1,x,12
O=C(COC(=O)/C=C/c1cccc(F)c1)Nc1ccc(Cl)cn1,-2,7,24,-1,9,8,1,10,3
O=C(Nc1cccc(Br)c1)c1ccccc1-c1ccccc1,6,-3,0,-2,-1,-15,-13,6,-2
CCOc1ccc(NC(=O)c2ccccc2NC(=O)CN(C)CC(=O)Nc2ccc(C)cc2)cc1,3,1,1,0,0,22,-27,5,-1
CC12CCC(C(=O)N(NC(=O)c3cccnc3)C1=O)C2(C)C (centres undefined),8,-8,-3,-5,-2,-5,8,-5,1
CC1=CC2=NC(=O)/C(=C\c3cc(C)n(-c4ccccc4F)c3C)C(=N)N2O1,3,-3,7,-2,11,-11,-17,-4,0
O=C(OCn1nnc2ccccc2c1=O)C1CCN(S(=O)(=O)c2cccs2)CC1,7,2,8,1,9,-1,5,13,0
Cn1nc(C(F)(F)F)c(-c2ccccc2)c1NC(=O)c1cccnc1,4,-4,4,-6,4,-5,-3,-5,5
CCCCc1nc(SCC(=O)N2CCCC2)c2c(=O)n(C)c(=O)n(C)c2n1,1,2,-3,-6,1,-3,25,7,-4
O=C1c2ccccc2C(=O)N1CCCCCc1nc(-c2ccccc2)no1,-9,9,8,-1,2,18,-21,1,0
COc1ccc(CNC(=O)C(c2ccc(C)o2)N(C(=O)c2csnn2)c2ccc(C(C)C)cc2)cc1 (centres undefined),5,-11,-2,-3,-2,-13,7,3,5
O=C(CCC1CCCC1)Nc1cc(C(F)(F)F)ccc1N1CCOCC1,0,10,2,4,2,-8,17,9,7
CCN(CC)c1nc2ccccc2n(Cc2cccc(OC)c2)c1=O,3,2,5,1,9,-6,-2,-7,1
O=C(Nc1cc(S(=O)(=O)N2CCCCCC2)ccc1OCC(F)(F)F)c1cnccn1,0,-5,4,-2,-2,-4,-4,x,1
COc1ccc(CNC2CCCc3ccccc32)cc1OC (centres undefined),10,9,4,-1,7,-6,24,-10,6
COc1ccc2oc(C(=O)NCC3CCCO3)c(C)c2c1 (centres undefined),1,-2,2,-1,1,-9,13,1,1
COc1ccc(NC(=S)N2CCCC(c3nc4ccc(C)cc4[nH]3)C2)cc1 (centres undefined),4,13,-2,0,2,-2,9,3,1
COc1cc(NC(=O)COC(=O)CCCC2=NS(=O)(=O)c3ccccc3N2)cc(OC)c1,8,-1,2,1,-1,-6,-11,-6,0
COc1ccccc1CCC(=O)OCC(=O)N1c2ccccc2NC(=O)C1(C)C,6,-1,2,0,7,-14,8,x,4
O=C1C(NS(=O)(=O)c2ccccc2)=C(N2CCN(c3ccc(F)cc3)CC2)C(=O)c2ccccc21,7,6,9,1,2,-2,59*,-18,16
COc1ccccc1CNC(=O)C1CC(c2ccccc2[N+](=O)[O-])=NO1 (centres undefined),0,4,-5,-1,5,1,6,9,-3
CCC(C)(C)C1CCc2[nH]nc(C(=O)NCCCNC(=O)OC(C)(C)C)c2C1 (centres undefined),5,-4,3,-3,0,-3,3,11,11
COc1ccc(/C=C/C(=O)CC(O)(c2ccccc2)C(F)(F)F)cc1 (centres undefined),10,2,10,-5,-4,-1,-6,0,26*
Cc1cc(C)n(C(=O)c2ccc([N+](=O)[O-])cc2[N+](=O)[O-])n1,8,11,3,2,2,5,8,17,1
CC(CC(=O)N(C)CC(=O)Nc1ccc(N2CCOCC2)cc1)c1ccccc1 (centres undefined),6,-4,1,1,2,-18,2,-3,5
O=C(COc1ccc(Cl)cc1Cl)NC(=S)Nc1ccccc1C(=O)O,x,0,x,-4,-6,5,-6,-13,x
Cc1c(O)c(S(=O)(=O)c2ccccc2)c(=O)n(-c2ccccc2)c1-c1ccccc1,-2,2,-2,1,4,9,-2,8,13
Cc1cc(=O)oc2ccc(OCC(=O)N3CCC(C)CC3)cc12,8,2,4,1,5,14,1,0,2
O=C(CCC(=O)NCCCc1ccccc1)NCCCc1ccccc1,0,2,6,-1,10,6,1,5,9
CCN(CC)C(=O)[C@H]1C[C@H](CC(=O)NCc2cccc(C(F)(F)F)c2)C(=O)N2CCc3c([nH]c4cc(CCC(=O)N(C)C)ccc34)[C@]12C,2,x,-1,x,12,x,x,x,3
CC(C)c1nc2cc(C(=O)NC(C)c3cnn(C)c3)ccc2o1 (centres undefined),5,7,3,1,6,-10,9,11,4
O=C(COC(=O)C1CC2CCCC(C1)C2=O)c1cccc(Br)c1 (centres undefined),4,-2,16,2,7,-8,6,x,10
C=CCN1CN=C(NS(=O)(=O)c2ccc(NC(C)=O)cc2)NC1,4,4,1,4,4,-30,17,0,4
CC(C)Cn1c(-c2csc3c2CCCC3)n[nH]c1=S,9,9,-2,1,6,-4,2,11,0
CCCCCCNC(=O)CCNS(=O)(=O)c1ccc(C)cc1,3,1,2,-7,3,-11,4,-5,9
Cc1cc2nc3n(c2cc1C)CC1CC(C(=O)NCc2ccco2)N(C)C31 (centres undefined),2,-10,9,-6,-1,8,-1,-1,0
COC(=O)c1ccc(N2CCN(C)CC2)c(NC(=O)c2ccc(Br)o2)c1,4,8,-2,7,-3,-3,-4,-2,2
CNc1nc(-c2ccccc2)[n+](-c2ccc(C)cc2)s1,6,9,-6,6,8,3,-25,-7,-2
CCCCc1cc(=O)oc2c(C)c(OCC(=O)N3C[C@H]4C[C@@H](C3)c3cccc(=O)n3C4)ccc12,1,4,4,3,4,-16,-11,-9,7
COc1ccc(-c2nn(-c3ccccc3)cc2C(=O)N(C)CC(=O)Nc2cccc(F)c2)cc1,-4,-19,-4,-14,-2,-4,-30,x,-3
Cn1nc(C(C)(C)C)c([N+](=O)[O-])c1C(=O)NC1CCCCC1,2,1,4,2,-2,-15,4,4,-1
COc1ccc(NS(=O)(=O)c2ccc(OC)c(NC(=O)CCC3CCCC3)c2)cc1,-1,-8,-5,-7,27*,8,1,2,1
CCc1nc(N2CCN(CC(=O)NCC3CCCO3)CC2)c(C#N)c2c1COC(C)(C)C2 (centres undefined),-5,1,-4,-7,-3,5,3,5,4
CCC(C)[C@H](NC(=O)C1CC(=O)N(c2ccc(OC)cc2)C1)C(=O)N1CCCCC1 (some centres undefined),6,1,-7,3,1,0,-3,8,2

Next results.
Structure,PAFAH1B3 FP inh,LYPLA2 inh,PAFAH2 inh,LYPLA1 inh,pPAFAH FP inh,ZTA DNA inh,PREPL inh,EBNA-1 inhibitor,PAFAH1B2 FP inh
Cc1cc(C)n(-c2ccc(NC(=O)C3CCCCN3C(=O)c3cccs3)cc2)n1 (centres undefined),6,4,-6,0,4,-7,19,2,5
O=C(CCl)Nc1cn(-c2ccccc2)nc1-c1ccccc1,9,-6,-3,-4,1,13,-2,9,0
CCC(=O)N1N=C(c2cccc(NS(C)(=O)=O)c2)CC1c1cccs1 (centres undefined),1,-4,1,-1,5,-3,5,1,-4
CCNc1nc(NCC)nc(SCCOC(=O)c2ccccc2)n1,7,10,-5,-2,6,7,1,10,3
CC(=NNC(=O)c1cccs1)c1ccc2c(c1)OCCO2,4,x,7,x,2,x,6,x,7
CCCNC(=O)C1(CC2CC(c3ccccc3)=NO2)CCN(C(=O)Cc2ccc(F)cc2)CC1 (centres undefined),3,-2,0,0,-1,6,2,0,8
CCOC(=O)C1(C(C)(C)CC)CC(CSc2nc3ccccc3[nH]2)OC1=O (centres undefined),8,-5,-8,-6,-13,6,-9,-8,6
CCOC(=O)CNC(=O)C(CC(C)C)NC(=O)C1CCCCC1 (centres undefined),3,2,7,-1,-3,-2,1,4,-3
COc1cc(NS(=O)(=O)c2ccc(NC(=O)Cc3ccccc3)cc2)nc(OC)n1,17,2,10,-1,9,0,1,6,9

By substructure: the entries above containing a thiophene ring, fused or not (seven)
Structure,PAFAH1B3 FP inh,LYPLA2 inh,PAFAH2 inh,LYPLA1 inh,pPAFAH FP inh,ZTA DNA inh,PREPL inh,EBNA-1 inhibitor,PAFAH1B2 FP inh
Cc1ccc(/C=N/NC(=O)c2ccncc2)s1,7,-4,-1,0,-4,0,5,2,4
O=S(=O)(Nc1ccc(-n2cnnn2)cc1)c1ccc(Cl)s1,11,x,12,x,1,x,1,x,12
O=C(OCn1nnc2ccccc2c1=O)C1CCN(S(=O)(=O)c2cccs2)CC1,7,2,8,1,9,-1,5,13,0
CC(C)Cn1c(-c2csc3c2CCCC3)n[nH]c1=S,9,9,-2,1,6,-4,2,11,0
Cc1cc(C)n(-c2ccc(NC(=O)C3CCCCN3C(=O)c3cccs3)cc2)n1 (centres undefined),6,4,-6,0,4,-7,19,2,5
CCC(=O)N1N=C(c2cccc(NS(C)(=O)=O)c2)CC1c1cccs1 (centres undefined),1,-4,1,-1,5,-3,5,1,-4
CC(=NNC(=O)c1cccs1)c1ccc2c(c1)OCCO2,4,x,7,x,2,x,6,x,7

Bioassay records: PubChem, The Scripps Research Institute Molecular Screening Center

Not all compounds are listed; count on the stated rates, not on these rows.
